HTT aggregate: inhibitors of mutant huntingtin aggregate formation in PC12 cells; 1.1% of 220,000 active; PC12 HttQ103-GFP aggregates, Acumen cytometry, 40 h; Potency, µM (top dose mostly 46.1 µM), without a hit: at the highest dose activity change, negative = inhibition, hits mostly inhibitors; also: potency is read from the fitted curve at half-maximal effect; % is scaled to controls: 0 for no effect and ±100 for the full control effect; nearly all actives have a fitted effect of over 60% in size
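Aggregates are detected as GFP objects 1–25 µm with signal 6 STDEV over background in lysates of induced PC12 cells. These carry Huntingtin exon 1 with 103 glutamines fused to GFP under an ecdysone promoter; compounds titrated.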
CBFb-RUNX1 inh: blocks binding between human CBF-beta and RUNX1 | Potency, µM (highest dose often 59.8 µM), for inactives: at the highest dose activity, negative = inhibition, most hits filed as inhibitors | Q01196+Q13951 | AID 1477 | AlphaScreen CBFb-His/RUNX1-biotin binding, biochemical | 230,000 tested, under 10 active; also: % of control where 0% means no effect
Target sequence (Q01196 whole entry, looked up): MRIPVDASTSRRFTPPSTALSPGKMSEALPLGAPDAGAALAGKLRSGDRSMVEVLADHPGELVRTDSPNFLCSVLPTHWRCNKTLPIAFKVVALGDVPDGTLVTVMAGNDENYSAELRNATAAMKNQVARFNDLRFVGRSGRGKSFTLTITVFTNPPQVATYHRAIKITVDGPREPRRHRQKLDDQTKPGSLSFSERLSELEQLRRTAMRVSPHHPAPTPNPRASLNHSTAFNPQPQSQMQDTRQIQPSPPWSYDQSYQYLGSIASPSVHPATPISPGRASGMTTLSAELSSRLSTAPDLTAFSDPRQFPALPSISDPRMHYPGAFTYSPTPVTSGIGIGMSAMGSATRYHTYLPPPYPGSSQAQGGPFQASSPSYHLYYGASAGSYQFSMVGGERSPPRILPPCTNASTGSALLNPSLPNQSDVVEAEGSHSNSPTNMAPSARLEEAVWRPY
Target sequence (Q13951 whole entry, looked up): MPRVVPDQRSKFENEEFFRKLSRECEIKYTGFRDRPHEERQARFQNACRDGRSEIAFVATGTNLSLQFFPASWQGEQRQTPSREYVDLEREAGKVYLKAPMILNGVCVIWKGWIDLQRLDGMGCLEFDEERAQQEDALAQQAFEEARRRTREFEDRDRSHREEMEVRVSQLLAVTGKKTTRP
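Bead-based AlphaScreen assay; binding partners His-tagged CBF-beta and biotinylated RUNX1 at 30 nM each. Compound exposure 15 min after a 20-min protein preincubation; bead step 90 min; all steps at room temperature.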
GAA inhib: blocks human lysosomal alpha-glucosidase; P10253; purified human GAA, 4-MU-alpha-glucoside fluorescence; Potency, µM (top dose mostly 76.9 µM), for inactives: at the top dose activity change, negative = inhibition, actives largely listed as inhibitors; 0.005% of 200,000 active; AID 1466;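 also: potency is read from the fitted curve at half-maximal effect; plate controls were uninhibited enzyme wells for no effect and no-enzyme background for full effect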
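Read-out is 4-methylumbelliferone fluorescence (Ex 365/Em 440 nm) after NaOH/glycine stop at pH 10. Enzyme 4 nM, substrate 400 uM, pH 5.0 citrate buffer, 20 min room temperature; AC50 from Hill-equation concentration-response.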
GAA glycogen: GAA glycogen-cleavage inhibition or activation; recombinant GAA, glycogen substrate, Amplex Red glucose oxidase fluorescence; Potency, µM (top dose mostly 76.4 µM), for the others: at the top dose activity change, negative = inhibition, actives largely listed as inhibitors; 0.38% of 300,000 active;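 also: potency is read from the fitted curve at half-maximal effect; 0% = full enzyme reaction and -100% = no-enzyme basal signal; the screen sought inhibitors and activators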
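Recombinant human alpha-glucosidase (4 nM final) hydrolysed bovine liver glycogen (30 ug) for 40 min at 37 C in pH 5.0 citrate/phosphate with 0.01% Tween-20. Released glucose detected by glucose oxidase/Amplex Red, Ex 573/Em 610 nm. Compounds up to 77 uM; AC50 from Hill fits.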
HTT cytoprotect: protects HTT-Q103 PC12 cells, measured by ATP; 0.14% of 230,000 active; Potency, µM (highest dose often 56.4 µM), for the others: cytoprotection (ATP increase), usual class: activators; PC12 HTT-Q103 induced, cytoprotection, ATP luminescence, 40 h;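 also: potency is read from the fitted curve at half-maximal effect; % of control where 0% means no effect; nearly all actives have a fitted effect of over 45% in size; toxic huntingtin expression switched on by the ecdysone agonist tebufenozide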
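ATP quantification (ATPlite) reports survival of PC12 cells in which tebufenozide, 100 nM final, switches on Htt exon 1 with 103 glutamines linked to GFP; compounds are titrated.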
GAA spleen mod: lysosomal alpha-glucosidase (human) modulation. 0.006% of 240,000 active. AID 2112. human spleen homogenate, 4-MU-alpha-glucoside fluorescence. Potency, µM (top dose mostly 79.9 µM), for inactives: at the highest dose activity change, negative = inhibition, hits mostly inhibitors;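 also: potency is read from the fitted curve at half-maximal effect; 0% = enzyme with vehicle and -100% = no enzyme basal signal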
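AC50 values come from Hill-equation fits of concentration-response data, normalized to no-enzyme and full-activity controls. Enzyme source: 1 ug human spleen homogenate; 1 mM fluorogenic 4-MU glucoside, pH 5.0 citrate buffer, 37 C, 40 min.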
LMNA splice mod: LMNA splicing modulation. HeLa LMNA splicing GFP/RFP minigene ratio, 48 h. Potency, µM (highest dose often 46.1 µM), for inactives: at the top dose ratio change, negative = inhibition, usual class: inhibitors. 0.01% of 200,000 active; active = well fitted inhibition curve with a large enough effect in the signal ratio, with a control signal flat, not every such curve was filed as active; inconclusive = small, poorly fitted or top-dose-only effect, or effect the other way, or a change in a side signal; the % refers to the signal ratio; also: potency is read from the fitted curve at half-maximal effect; % is scaled to controls: 0 for no effect and ±100 for the full control effect
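S3 HeLa stable clones carrying a lamin A-EGFP splicing minigene plus DsRed2 were seeded at 600 cells/well in Opti-MEM with 2% FBS, pin-dosed and incubated 48 h at 37°C. Acumen cytometry (488 nm) gave the GFP/RFP total-intensity ratio.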
An asterisk follows results filed as active; ? = inconclusive; · = not tested or not shown; & = joins results of further samples; [ ] = another dose, or the depositor's remark. Unless noted, calls follow the shape of the dose curve; as a rule, active = well fitted curve in the direction sought with a large enough effect; inconclusive = small, poorly fitted or top-dose-only effect, or another doubt; inactive = no such curve, though single readings can be large; an effect the other way counts as inactive or inconclusive.

Structure	HTT aggregate	CBFb-RUNX1 inh	GAA inhib	GAA glycogen	HTT cytoprotect	GAA spleen mod	LMNA splice mod
CCc1ccc(NC2CC(=O)N(c3ccc(OC)cc3OC)C2=O)cc1 (centres undefined)	-20%	-4%	?	-9%	-12%	3%	-8%
CCc1ccc2c(c1)cc(CN(C(=S)Nc1ccccc1Cl)C1CC1)c1nnnn12	13%	10%	4%	6%	3%[10 µM]	7%	-3%
CCc1cc(C(=O)NCCN(C)C)cs1	17%	10%	1%	4%	2%[1.9 µM]	-16%	-5%
COC(=O)c1cnc(Oc2ccc(NC(=O)NC(=O)c3c(OC)cccc3OC)cc2)cc1C(F)(F)F	-27%[9.22 µM]	2%	-7%[15.4 µM]	5%	-69%[inhibitor][10 µM]	-1%	·
COc1ccc(CNC(=O)Cn2cc([N+](=O)[O-])nc2C)cc1	7%	-1%	3%	0%	-20%	-1%	4%
O=C(Cn1cncc1-c1ccc([N+](=O)[O-])cc1)Nc1cccc2ccccc12	29%	4%	-2%	-1%	·	-23%	17%
N#CCCN1CCN(C(=S)c2ccc(-c3ccc(Cl)cc3)o2)CC1	-8%	-15%	-10%	-5%	-12%	-3%	?
COc1ccc(NC2=CC(c3ccc(OC)c(OC)c3)N(c3ccc(OC)cc3)C2=O)cc1 (centres undefined)	11%	-12%	3%	7%	·	-13%	?
CCc1cc2c(nc1CC)CCN(CC/C(C)=N/O[C@@H](C)CN1CCCc3nc(C)c(C)cc31)C2	·	-12%[13.1 µM]	·	·	-1%[10 µM]	-5%[17.4 µM]	·
O=C(CCC(=O)Nc1ccccc1)NNC(=O)c1ccco1	-8%	2%	5%	2%	7%[10 µM]	-21%	-3%
CC(C)=CCC/C(C)=C/C=N/NC(=O)c1cccc([N+](=O)[O-])c1	-8%	-8%	-1%	-5%	-1%[1.9 µM]	4%	-10%
Cc1ccc(S(=O)(=O)N2CCCCC2)cc1C(=O)Nc1ccc(S(=O)(=O)Nc2ncccn2)cc1	-7%[9.22 µM]	-21%	-5%	4%	-3%[10 µM]	4%	·
CCOc1ccc2nc(N3CCCC(C(=O)NCC4CCCO4)C3)sc2c1 (centres undefined)	8%[9.22 µM]	3%	·	5%	-18%[10 µM]	-3%	·
O=[N+]([O-])c1ccc(N2CCN(S(=O)(=O)c3ccc4ccccc4c3)CC2)cc1NCC1CCCO1 (centres undefined)	-1%	-2%	-31%	8%	-16%[10 µM]	-1%	-2%
Cc1cc(C)c2c3c(sc2n1)C(=O)N(c1ccccc1)CC(=O)N3	4%[9.22 µM]	-1%	·	1%	3%[10 µM]	4%	·
CCNC(=S)N1CCC(c2nc3cc(C)c(C)cc3[nH]2)CC1	-7%	4%	-5%	13%	9%[10 µM]	-6%	-10%
CC1CCC(NC(=O)C2(C)CCC(=O)N2Cc2cccnc2)CC1 (centres undefined)	7%	10%	1%	4%	3%[10 µM]	-3%	-9%
Cn1c(C(=O)N2CCCC(C(=O)NCc3cccs3)C2)cc2sccc21 (centres undefined)	10%[9.22 µM]	2%	-4%	1%	-8%	1%	-13%
COC(=O)c1ccccc1NC(=S)NC(NC(=O)COc1ccccc1)C(Cl)(Cl)Cl (centres undefined)	-1%	2%	5%	0%	17%	0%	?
CCCCCCCCCCCCC(NC(C)=O)(C(=O)OCC)C(=O)OCC	4%[9.22 µM]	20%	-6%	-13%	45%[10 µM]	-3%	·
CCOC(=O)c1cnn(-c2ccccc2)c1-n1cccc1C(=O)C(=O)N(C)C	11%	-1%	4%	4%	60%	-6%	?
COc1cc(C)ccc1OCCON1C(=O)CCC1=O	18%[9.22 µM]	4%	14%	-15%	-46%[inhibitor][1.9 µM]	11%	·
O=C(COC(=O)c1ccc2ncsc2c1)NC(=O)NCc1ccccc1	8%	13%	-4%	-4%	-37%	-1%	18%[46 µM]
COc1cc(N=Cc2c(O)[nH]c3ccccc23)cc(OC)c1OC	-22%	-11%	-7%	?	-24%[10 µM]	-2%	?
O=C(N/N=C/c1cccnc1)c1ccccc1OCc1ccc(Br)cc1	-26%	-9%	-2%	-1%	-36%[inhibitor]	7%	4%[9.22 µM]
Nn1c(=O)c2ccccc2n2c(SCc3ccccc3)nnc12	-7%	16%	-14%	5%	-2%[0.074 µM]	0%	13%
CCNC(=O)COC(=O)c1sccc1C	15%	0%	0%	7%	-26%	6%	-18%[46 µM]
O=C(c1ccccc1)N(c1ccccc1)C1C=CS(=O)(=O)C1 (centres undefined)	-7%	4%	-2%	-2%	-13%	-3%	?
CC1=Nc2ccccc2/C1=C/c1sc(=O)n(CC(=O)N2CCCC2)c1O	8%	0%	-2%	-2%	4%	-5%	-12%
COc1ccc(NC(=O)c2cc(-c3ccc(OC)c(OC)c3)on2)cc1OC	11%[9.22 µM]	-4%	0%	-5%	-5%	5%	7%
Fc1cccc(Cc2noc(CN3CCC(c4ccncc4)CC3)n2)c1	8%[9.22 µM]	3%	-14%	8%	8%[10 µM]	1%	?
COc1ccc(Nc2nc(-c3cccs3)cs2)c(OC)c1	-4%	-9%	-7%	20%	-7%[10 µM]	-3%	-3%
O=[N+]([O-])c1cc(C(F)(F)F)cc([N+](=O)[O-])c1NCc1cccnc1	9%	-18%	2%	-6%	-2%[10 µM]	-6%	-15%
COC(=O)c1c(C)n(-c2ccccc2)c2ccc(O)cc12	-21%	-9%	-2%	-27%	-25%	-8%	7%
CCCCC1CCC(/C(N)=N/O)CC1 (centres undefined)	?	0%	-5%	-11%	-23%[0.074 µM]	-5%	?
COc1ccc(C(=O)CSC2=C(C#N)C3(CCCCC3)C(C#N)=C(N)N2)cc1	-17%	2%	-6%	?	5%	-2%	?
Cc1ccc(-c2[nH]nc3c2C(c2ccsc2)C(C#N)=C(N)O3)cc1 (centres undefined)	6%	-10%	?	-8%	1%	-1%	13%
CCN(CCNC(=O)C1CCN(S(=O)(=O)c2c(C)noc2C)CC1)c1ccccc1	-14%	-5%	-7%	1%	-37%[inhibitor]	-6%	·
CCCCCCCc1nn2c(=O)cc(O)nc2s1	14%	-3%	7%	-2%	-2%[10 µM]	-3%	-13%
COC(=O)CCCCCCCCC(=O)Nc1nc2ccccc2s1	15%	7%	7%	12%	8%	-6%	-1%[0.0737 µM]
O=c1c(C(c2ccc(Br)cc2)c2c(O)nc3n(c2=O)CCCS3)c(O)nc2n1CCCS2	15%[9.22 µM]	-3%	3%[15.4 µM]	3%	1%[10 µM]	4%	·
CC(C)[C@H](NS(=O)(=O)c1ccc2c(c1)OCCO2)C(=O)OCC(=O)Nc1ccccc1Cl	4%	-1%	0%	-12%	13%[10 µM]	-5%	-1%
CN(CC1CCCO1)S(=O)(=O)c1ccc(C(=O)NCc2ccccc2)cc1 (centres undefined)	-5%	3%	1%	4%	-13%	-16%	4%[9.22 µM]
COc1ccccc1CNC(=O)C(=O)NCC1CCCO1 (centres undefined)	3%	8%	-1%	-2%	8%[1.9 µM]	-9%	0%
S=C(NC1CCCCC1)N1CCOCCOCCN(C(=S)NC2CCCCC2)CCOCC1	-14%[9.22 µM]	8%	·	-3%	-17%[10 µM]	-2%	·
Clc1ccc(C2=NNC(=NCc3ccc4c(c3)OCO4)SC2)cc1	17%	?	-12%	-4%	11%[10 µM]	-7%	-12%
N#Cc1nc(COc2ccc(Cl)cc2Cl)oc1N1CCOCC1	-6%	-20%	-13%	-18%	-30%	-5%	8%
Cc1ccc2c(c1)oc(=O)n2CC(=O)c1ccccc1	18%[9.22 µM]	-25%	-4%	10%	1%[10 µM]	4%	-1%[46 µM]
CCCCN1C2=C(C(=O)CCC2)C(c2ccc(Cl)c(Cl)c2)C2=C1c1ccccc1C2=O (centres undefined)	?	-7%	-23%	22%	-26%	-2%	12%
O=C(NS(=O)(=O)Oc1ccc(F)c(Cl)c1)OC[C@@H]1CCCN2CCCCC12 (some centres undefined)	-5%	-2%	1%	3%	-2%	4%	25%[9.22 µM]
Cc1sc(NC(=O)C2CCCO2)c(C#N)c1C (centres undefined)	6%	-15%	12%	-3%	3%	-2%	12%
CCN(CC)CCN(CC)Cc1ccccc1Br	-9%	2%	0%	-18%	-9%	-1%	4%
COc1ccc(N2C(=O)CN=C2Nc2nc(C)cc(C)n2)cc1OC	3%[9.22 µM]	2%	-2%	3%	-3%	-8%	4%
C=CCSc1nnc2c(n1)OC(c1ccco1)Nc1ccccc1-2 (centres undefined)	0%	-2%	4%	-8%	39%[0.074 µM]	-4%	-4%
Cc1ccc(CSCc2ccc(C(=O)NCCCN3CCOCC3)o2)cc1	?	5%	-1%	3%	-29%	5%	·
O=C(NCCN1CCCCC1)c1ccc(I)cc1	·	15%	·	·	-50%&15%[inhibitor]	-2%&-4%	·
O=C(CC1C(=O)NCCN1Cc1c(F)cccc1Cl)NCc1ccccc1 (centres undefined)	4%[9.22 µM]	1%	3%	-7%	-11%[10 µM]	2%	·
Cc1ccccc1NC(=S)NC(NC(=O)c1ccco1)C(Cl)(Cl)Cl (centres undefined)	-18%	-7%	1%	2%	-1%[10 µM]	9%	?
CCOC(=O)c1cccc(NC(=O)CN2CCN(c3ccc(OC)cc3)CC2)c1	-20%	-10%	-14%	-2%	-2%	-1%	?

An excerpt of these results, with two lines to a compound:
Values run as follows: HTT aggregate | CBFb-RUNX1 inh | GAA inhib | GAA glycogen | HTT cytoprotect | GAA spleen mod | LMNA splice mod
- CC(C)[C@H](NS(=O)(=O)c1ccc2c(c1)OCCO2)C(=O)OCC(=O)Nc1ccccc1Cl
  4% | -1% | 0% | -12% | 13%[10 µM] | -5% | -1%
- CN(CC1CCCO1)S(=O)(=O)c1ccc(C(=O)NCc2ccccc2)cc1 (centres undefined)
  -5% | 3% | 1% | 4% | -13% | -16% | 4%[9.22 µM]
- COc1ccccc1CNC(=O)C(=O)NCC1CCCO1 (centres undefined)
  3% | 8% | -1% | -2% | 8%[1.9 µM] | -9% | 0%
- S=C(NC1CCCCC1)N1CCOCCOCCN(C(=S)NC2CCCCC2)CCOCC1
  -14%[9.22 µM] | 8% | · | -3% | -17%[10 µM] | -2% | ·
